High-throughput results as filed in PubChem.
CHO-K1 Ca PAM = nonselective activator or artifact in parental CHO-K1 calcium assay. hit rate 0.02% among 360,000. activation, % at 3 µM. ATP EC20, Fluo-8 calcium fluorescence; 0% at ATP EC20, 100% at ATP max;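 active = activation above the run cutoff, the mean activation of all test compounds plus 3 SD, cut at about 40% in these data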;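 note: peak over basal fluorescence ratio in a 140 s read after ATP addition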
TAAR1 ag = human TAAR1 agonism. Q96RJ0. CHO RD-HGA16 TAAR1, Fluo-8 calcium fluorescence; vehicle wells 0%, saturating PEA agonist 100%. activation, % at 3 µM. hit rate 0.99% among 360,000. AID 624467;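 active = activation above the mean activation of all test compounds in the run plus 3 SD, cut at about 38% in these data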
Target sequence (Q96RJ0 whole entry, looked up): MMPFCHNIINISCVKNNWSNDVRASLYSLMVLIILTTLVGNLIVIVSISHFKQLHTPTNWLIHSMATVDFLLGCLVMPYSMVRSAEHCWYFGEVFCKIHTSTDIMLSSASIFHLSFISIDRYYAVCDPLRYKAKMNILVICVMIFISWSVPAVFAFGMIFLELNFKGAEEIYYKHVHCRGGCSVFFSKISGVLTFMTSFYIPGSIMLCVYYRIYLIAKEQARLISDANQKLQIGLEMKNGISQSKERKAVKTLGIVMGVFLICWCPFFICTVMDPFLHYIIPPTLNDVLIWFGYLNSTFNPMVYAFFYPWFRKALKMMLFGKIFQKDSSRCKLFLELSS
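System: CHO-derived RD-HGA16 cells with stable Gα16 and human TAAR1. Times: 17-24 h plating, Fluo-8 75 min 37 °C, 30 min RT. Measured by: calcium-sensitive Fluo-8 signal, excitation 470-495, emission 515-575 nm. Read-out basis: % activation relative to PEA EC100 response. Control set: DMSO and PEA EC100. Repeats: no replicates (n 1).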
CHO-K1 Ca antag = nonselective inhibitor or artifact in parental CHO-K1 cells; ATP-induced calcium, Fluo-8 fluorescence; inhibition, % at 3 µM; AID 602250; hit rate 0.6% among 360,000;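 active = inhibition above a per-plate cutoff, the plate's mean sample inhibition plus 3 SD, cut at about 24% in these data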;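 note: 0% = DMSO plus EC80 ATP and 100% = DMSO alone without ATP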
CHO parental Ca = counter-screen: ATP calcium response change in parental CHO cells; parental CHO-K1, ATP-induced calcium, Fluo-8 fluorescence; inhibition, % at 5.6 µM; hit rate 0.63% among 330,000; AID 463079;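 active = inhibition above that plate's mean sample inhibition plus 3 SD, cut at about 26% in these data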;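 note: 0% = ATP-challenged DMSO wells and 100% = DMSO wells without ATP; some compounds past the cut are filed as inactive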
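Assay system: parental CHO cells; Read-out basis: percent inhibition of ATP-evoked calcium rise, normalized to controls; Benchmarks: ATP and no-ATP DMSO wells; Compound dosing: single nominal dose of 5.6 µM per compound; Signal: Fluo-8 calcium dye fluorescence; Also added: ATP as calcium-mobilizing challenge; Repeats: singlicate.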
CHRM1 PAM = positive allosteric modulators of human M1 muscarinic receptor; P11229; CHO-K1 hM1, Fluo-8 calcium fluorescence, ACh EC20; 0% = ACh EC20, 100% = maximal ACh; activation, % at 3 µM; hit rate 0.088% among 360,000; in the data active = activation above about 19%, passing the limit was not always enough
Target sequence (P11229 whole entry, looked up): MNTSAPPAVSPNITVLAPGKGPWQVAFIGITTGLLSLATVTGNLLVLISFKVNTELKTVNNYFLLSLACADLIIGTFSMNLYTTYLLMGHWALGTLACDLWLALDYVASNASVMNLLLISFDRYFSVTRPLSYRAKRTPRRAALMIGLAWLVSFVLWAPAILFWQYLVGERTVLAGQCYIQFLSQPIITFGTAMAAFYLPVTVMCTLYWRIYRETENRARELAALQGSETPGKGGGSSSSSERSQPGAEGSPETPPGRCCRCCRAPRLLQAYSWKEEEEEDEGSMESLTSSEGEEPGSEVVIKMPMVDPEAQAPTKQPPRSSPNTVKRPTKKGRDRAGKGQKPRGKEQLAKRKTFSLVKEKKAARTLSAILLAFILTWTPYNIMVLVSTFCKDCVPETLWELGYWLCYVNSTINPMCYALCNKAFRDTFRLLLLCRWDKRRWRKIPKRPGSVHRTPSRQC
M1 ag = activates human CHRM1 receptor | P11229 | CHO-K1 hM1, Fluo-8 calcium fluorescence, agonist mode; 0% DMSO, 100% acetylcholine EC100 | activation, % at 3 µM | hit rate 0.33% among 360,000 | AID 588814;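 active = activation above the run's mean compound activation plus 3 SD, cut at about 16% in these data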;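 note: peak over basal fluorescence ratio within a 140 s kinetic read after compound addition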
CHO-K1 Ca ag = nonselective activator or artifact in parental CHO-K1 cells; AID 602248; activation, % at 3 µM; hit rate 0.48% among 360,000; Fluo-8 calcium fluorescence; scaled to maximal ATP response, vehicle zero; in the data active = activation above about 15%;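 note: untransfected CHO-K1 host cells lacking M1 receptor as counterscreen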
M1 antag = human CHRM1 antagonism | AID 588852 | CHO-K1 hM1, Fluo-8 calcium fluorescence, ACh EC80 antagonist | inhibition, % at 3 µM | hit rate 1.3% among 360,000 | P11229;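 active = percent inhibition above its own plate's cutoff, namely the mean of that plate's compound wells plus 3 SD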;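 note: peak over basal fluorescence ratio during 140 s after agonist addition; 0% = ACh EC80 plus DMSO and 100% = DMSO alone without agonist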
TAAR1 antag = human TAAR1 antagonism; CHO RD-HGA16 TAAR1, Fluo-8 calcium fluorescence, antagonist; hit rate 1.5% among 360,000; inhibition, % at 3 µM;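 active = inhibition above a per-plate cutoff, the mean inhibition of test compounds on that plate plus 3 SD, cut at about 49% in these data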;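 note: 0% = DMSO plus EC80 beta-PEA response and 100% = DMSO alone without agonist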
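Assay system: CHO-derived RD-HGA16 cells stably expressing human TAAR1 plus Gα16. Timing: 140 s kinetic read after compound, 140 s after agonist. Technique: kinetic Fluo-8 calcium fluorescence measurement. Measure: % inhibition of agonist calcium response.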
Active calls of the source: *.

`Cc1ccc(S(=O)(=O)[N-]c2nc3ccccc3nc2-n2cc[n+](CCC(C)C)c2)cc1` gave CHO-K1 Ca PAM 8, TAAR1 ag 4, CHO-K1 Ca antag 0, CHO parental Ca -16, CHRM1 PAM 6, M1 ag -4, CHO-K1 Ca ag -0.3, M1 antag 4 and TAAR1 antag -13.
`CCOC(=O)c1c(NC(=O)C2C3CCC(O3)C2C(=O)O)sc2c1CCCC2` (stereo not given) gave CHO-K1 Ca PAM 17, TAAR1 ag -1, CHO-K1 Ca antag -2, CHO parental Ca -6, CHRM1 PAM -8, M1 ag -8, CHO-K1 Ca ag 4.0, M1 antag 13 and TAAR1 antag 5.
COc1ccc(N=C2NC(=O)CS2)c([N+](=O)[O-])c1 was read as CHO-K1 Ca PAM -13, TAAR1 ag 0, CHO-K1 Ca antag 6, CHO parental Ca -3, CHRM1 PAM -2, M1 ag -2, CHO-K1 Ca ag -0.4, M1 antag 4 and TAAR1 antag -10.
`CSCCC(NS(=O)(=O)c1ccc(C)cc1)C(=O)N1CCN(C(c2ccccc2)c2ccccc2)CC1` (stereo not given) gave CHO-K1 Ca PAM 13, TAAR1 ag -1, CHO-K1 Ca antag -15, CHO parental Ca -47, CHRM1 PAM -1, M1 ag -6, CHO-K1 Ca ag 0.4, M1 antag -2 and TAAR1 antag -18.
Cc1ccc(CN2CCCOCCS2(=O)=O)cc1 was read as CHO-K1 Ca PAM 11, TAAR1 ag 1, CHO-K1 Ca antag -12, CHO parental Ca -7, CHRM1 PAM 3, M1 ag -7, CHO-K1 Ca ag 0.5, M1 antag 3 and TAAR1 antag -12.
`Cc1cc(NC(=O)C2CC(=O)OC2c2ccccc2)no1` (stereo not given) gave CHO-K1 Ca PAM 0, TAAR1 ag 20, CHO-K1 Ca antag 0, CHO parental Ca -4, CHRM1 PAM -4, M1 ag -2, CHO-K1 Ca ag 0.2, M1 antag 9 and TAAR1 antag 0.
Screening COc1ccc(OC2C(=O)N(Cc3ccc(F)cc3)C2c2ccc(OC)c(OC)c2)cc1 (stereo not given) returned CHO-K1 Ca PAM 16, TAAR1 ag 5, CHO-K1 Ca antag -16, CHO parental Ca -24, CHRM1 PAM -7, M1 ag -3, CHO-K1 Ca ag 3.5, M1 antag 16 and TAAR1 antag 28.
`Cc1cccc(CCN(C(=O)c2snc(C(N)=O)c2N)C(C(=O)NCC2CCCO2)c2ccc(F)cc2)c1` (stereo not given) gave CHO-K1 Ca PAM 5, TAAR1 ag 30, CHO-K1 Ca antag -7, CHRM1 PAM -3, M1 ag -2, CHO-K1 Ca ag 5.7, M1 antag 8 and TAAR1 antag 59*.
`CC(=O)Nc1nc2ccc(S(=O)(=O)N3CCCC3)cc2s1` gave CHO-K1 Ca PAM 4, TAAR1 ag 1, CHO-K1 Ca antag 0, CHO parental Ca -2, CHRM1 PAM 11, M1 ag 2, CHO-K1 Ca ag 3.3, M1 antag -15 and TAAR1 antag -19.
`C/C=C(/C)C(=O)OC1c2c(ccc3ccc(=O)oc23)OC(C)(C)C1OC(C)=O` (stereo not given) gave CHO-K1 Ca PAM -7, TAAR1 ag 46*, CHO-K1 Ca antag 10, CHO parental Ca 14, CHRM1 PAM -9, M1 ag -1, CHO-K1 Ca ag 3.8, M1 antag 4 and TAAR1 antag 48.
`COc1ccc(OC)c(C(=O)N2CCCC(Nc3ccc(F)cc3)C2)c1` (stereo not given) gave CHO-K1 Ca PAM -4, TAAR1 ag 0, CHO-K1 Ca antag -9, CHO parental Ca 3, CHRM1 PAM -4, M1 ag -2, CHO-K1 Ca ag 1.1, M1 antag 27 and TAAR1 antag -9.
COCCNC(=O)C(c1cccs1)N(C(=O)Cn1nnc2ccccc21)c1ccccc1 (stereo not given) was read as CHO-K1 Ca PAM 18, TAAR1 ag 9, CHO-K1 Ca antag -9, CHO parental Ca -17, CHRM1 PAM 4, M1 ag -4, CHO-K1 Ca ag 0.3, M1 antag -6 and TAAR1 antag 14.

Arranged by number of heavy atoms (descending): part of the list above.
`Cc1cccc(CCN(C(=O)c2snc(C(N)=O)c2N)C(C(=O)NCC2CCCO2)c2ccc(F)cc2)c1` (stereo not given) gave CHO-K1 Ca PAM 5, TAAR1 ag 30, CHO-K1 Ca antag -7, CHRM1 PAM -3, M1 ag -2, CHO-K1 Ca ag 5.7, M1 antag 8 and TAAR1 antag 59*.
`CSCCC(NS(=O)(=O)c1ccc(C)cc1)C(=O)N1CCN(C(c2ccccc2)c2ccccc2)CC1` (stereo not given) gave CHO-K1 Ca PAM 13, TAAR1 ag -1, CHO-K1 Ca antag -15, CHO parental Ca -47, CHRM1 PAM -1, M1 ag -6, CHO-K1 Ca ag 0.4, M1 antag -2 and TAAR1 antag -18.
COCCNC(=O)C(c1cccs1)N(C(=O)Cn1nnc2ccccc21)c1ccccc1 (stereo not given) was read as CHO-K1 Ca PAM 18, TAAR1 ag 9, CHO-K1 Ca antag -9, CHO parental Ca -17, CHRM1 PAM 4, M1 ag -4, CHO-K1 Ca ag 0.3, M1 antag -6 and TAAR1 antag 14.
`C/C=C(/C)C(=O)OC1c2c(ccc3ccc(=O)oc23)OC(C)(C)C1OC(C)=O` (stereo not given) gave CHO-K1 Ca PAM -7, TAAR1 ag 46*, CHO-K1 Ca antag 10, CHO parental Ca 14, CHRM1 PAM -9, M1 ag -1, CHO-K1 Ca ag 3.8, M1 antag 4 and TAAR1 antag 48.
`CC(=O)Nc1nc2ccc(S(=O)(=O)N3CCCC3)cc2s1` gave CHO-K1 Ca PAM 4, TAAR1 ag 1, CHO-K1 Ca antag 0, CHO parental Ca -2, CHRM1 PAM 11, M1 ag 2, CHO-K1 Ca ag 3.3, M1 antag -15 and TAAR1 antag -19.

Additional structures follow:
Screening CS(=O)(=O)Nc1ccc2[nH]c(=O)[nH]c2c1 returned CHO-K1 Ca PAM -12, CHO-K1 Ca antag 22, CHO parental Ca 4, CHRM1 PAM -8, M1 ag -3, CHO-K1 Ca ag -0.7 and M1 antag 4.
For O=C(NC1CCCCC1)C(c1ccco1)N(Cc1ccco1)C(=O)c1ccco1 (stereo not given) the results were CHO-K1 Ca PAM -17, TAAR1 ag 0, CHO-K1 Ca antag 18, CHO parental Ca -13, CHRM1 PAM 1, M1 ag 1, CHO-K1 Ca ag -0.9, M1 antag -23 and TAAR1 antag -27.
`Cc1cc(C(=O)CCC(=O)Nc2ncccc2O)c(C)s1` gave CHO-K1 Ca PAM -24, TAAR1 ag 2, CHO-K1 Ca antag -5, CHO parental Ca -1, CHRM1 PAM 4, M1 ag -2, CHO-K1 Ca ag 0.7, M1 antag -2 and TAAR1 antag -3.
Screening O=C(NCCNc1ccc([N+](=O)[O-])cc1C(F)(F)F)c1cccc(F)c1 returned CHO-K1 Ca PAM 7, TAAR1 ag 5, CHO-K1 Ca antag 7, CHO parental Ca -11, CHRM1 PAM -8, M1 ag -7, CHO-K1 Ca ag 7.1, M1 antag 8 and TAAR1 antag 4.
For CCCN1CN=C(NS(=O)(=O)c2ccc(C)cc2)NC1 the results were CHO-K1 Ca PAM 8, TAAR1 ag 4, CHO-K1 Ca antag -5, CHO parental Ca 11, CHRM1 PAM 8, M1 ag 0, CHO-K1 Ca ag -0.1, M1 antag -5 and TAAR1 antag -4.
`CC(C)C[C@H]1CNC(=S)N1C[C@H]1CCCN1C[C@H](Cc1ccccc1)N1C[C@H](Cc2ccc(O)cc2)N(CC2CCCCCC2)C1=S` gave CHO-K1 Ca PAM 14, TAAR1 ag -1, CHO-K1 Ca antag 7, CHRM1 PAM 10, M1 ag 0, CHO-K1 Ca ag 0.1, M1 antag -1 and TAAR1 antag -4.
Cc1nc(SCC(=O)N2CC(C)OC(C)C2)nc(C)c1C (stereo not given) was read as CHO-K1 Ca PAM -1, TAAR1 ag 2, CHO-K1 Ca antag 0, CHO parental Ca 0, CHRM1 PAM 3, M1 ag 4, CHO-K1 Ca ag -0.5, M1 antag -1 and TAAR1 antag -20.
For O=C(CSc1nccn1-c1ccc(F)cc1)NCc1ccc2c(c1)OCO2 the results were CHO-K1 Ca PAM 18, TAAR1 ag 10, CHO-K1 Ca antag -5, CHO parental Ca -4, CHRM1 PAM 7, M1 ag -2, CHO-K1 Ca ag -0.4, M1 antag -8 and TAAR1 antag 7.
Screening CC1CC(C)CN(C(=O)CSCC(=O)O)C1 (stereo not given) returned CHO-K1 Ca PAM 6, TAAR1 ag 1, CHO-K1 Ca antag -2, CHO parental Ca -2, CHRM1 PAM 0, M1 ag -2, CHO-K1 Ca ag 1.0, M1 antag 7 and TAAR1 antag -10.
For Cn1c(=O)c2c(ncn2CC(=O)Nc2cc(S(=O)(=O)N3CCCCC3)ccc2Cl)n(C)c1=O the results were CHO-K1 Ca PAM 13, TAAR1 ag 1, CHO-K1 Ca antag -13, CHO parental Ca 9, CHRM1 PAM 9, M1 ag -3, CHO-K1 Ca ag 1.4, M1 antag -17 and TAAR1 antag -4.
`CCCCN1C(=O)C(CC(=O)NCC2CCCCC2)CC(C(=O)N(C)C)=C1C` (stereo not given) gave CHO-K1 Ca PAM 6, TAAR1 ag 2, CHO-K1 Ca antag 2, CHRM1 PAM 8, M1 ag -1, CHO-K1 Ca ag -0.1, M1 antag -18 and TAAR1 antag -28.
For Cc1cc2oc(=O)cc(-c3ccccc3)c2c(C)c1-c1ccc(N(C)C)cc1 the results were CHO-K1 Ca PAM 13, TAAR1 ag 1, CHO-K1 Ca antag -1, CHO parental Ca -24, CHRM1 PAM 3, M1 ag -10, CHO-K1 Ca ag 0.6, M1 antag -8 and TAAR1 antag -17.
For COc1ccc(-c2c(-c3cc(OC)cc(OC)c3)n(C)c3ccc(-c4ccc5[nH]ccc5c4)cc23)cc1 the results were CHO-K1 Ca PAM -6, TAAR1 ag 9, CHO-K1 Ca antag -6, CHO parental Ca -3, CHRM1 PAM -1, M1 ag 0, CHO-K1 Ca ag -0.1, M1 antag 3 and TAAR1 antag -10.
`COc1ccccc1N1CCN(C(c2ccc(N(C)C)cc2)c2nnnn2CCc2ccccc2)CC1` (stereo not given) gave CHO-K1 Ca PAM 5, TAAR1 ag 11, CHO-K1 Ca antag 1, CHO parental Ca -20, CHRM1 PAM 1, M1 ag -4, CHO-K1 Ca ag -0.4, M1 antag -11 and TAAR1 antag 0.
For Cc1ccc(S(=O)(=O)c2nc(-c3ccccc3Cl)oc2N(C)C)cc1 the results were CHO-K1 Ca PAM -10, TAAR1 ag 6, CHO-K1 Ca antag 2, CHO parental Ca -7, CHRM1 PAM -6, M1 ag -2, CHO-K1 Ca ag 0.3, M1 antag -5 and TAAR1 antag -38.
